FAS TE block: blocks the thioesterase domain of human fatty acid synthase; P49327; recombinant FAS-TE, OMFH fluorogenic substrate, fluorescence endpoint; inhibition, % at 15 µM; hit rate 0.67% among 360,000; AID 602261;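 active = compounds whose normalised, plate-corrected inhibition of enzyme fluorescence in the single-dose primary screen is 50% or more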;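 also: 0% = DMSO with enzyme and 100% = substrate without enzyme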
MT1-MMP act inh: MT1-MMP (human) activation inhibition | P50281 | hit rate 0.061% among 360,000 | HT1080 RFP-PRO-GFP cells, GFP/RFP ratio fluorescence, overnight; percent of plate control window, DMSO zero | GFP/RFP ratio change, % at 20 µM | AID 651647;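 active = GFP/RFP ratio change of at least 30% with cell ATP level not reduced by more than half and red fluorescence within 50% of control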; also: strong numbers were not always called active
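Assay system: HT1080 RFP-PRO-GFP cells. Benchmarks: DMSO vehicle wells and RFP-L50D-GFP reporter cell wells. Times: overnight cell settling, then overnight compound exposure, 37 °C, 5% CO2. Compound: 20 µM single dose, 1% DMSO. Read-out basis: GFP/RFP fluorescence ratio.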
Neddyl block: cullin neddylation inhibition; TR-FRET cullin neddylation, biochemical; hit rate 0.58% among 360,000; calls only at 25 µM; in the data active = inhibition above about 36%
bovine MsrA act: bovine methionine sulfoxide reductase A activation; purified bovine MsrA, absorbance read-out; activation, % at 10.6 µM; hit rate 0.3% among 360,000; AID 602163; in the data active = activation above about 7.5%;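 also: 0% = vehicle and 100% = reference activator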
NRP1-CendR mod: modulators of CendR peptide binding to human neuropilin-1; O14786; hit rate 0.85% among 360,000; inhibition, % at 25 µM; FAM-RPARPAR peptide binding to NRP-1, fluorescence polarization;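 active = inhibition or corrected inhibition above about 18%, plus a signal ratio from 0.5 to 1.5, limit read from the data, passing the limit was not always enough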; also: strong numbers were not always called active
MLLE-PAM2 inh: blocks PAM2 peptide binding to the PABP1 MLLE domain; P11940; GST-MLLE / FITC-PAM2 fluorescence polarization; inhibition, % at 20 µM; hit rate 0.36% among 360,000; AID 588489; in the data active = inhibition above about 35%, passing the limit was not always enough;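 also: plate controls were DMSO wells with GST-MLLE for no effect and wells lacking GST-MLLE protein for full effect; some results filed as inactive read as strong as hits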
SKN-1 inh: C. elegans SKN-1 inhibition; C. elegans VP596 Pgst-4::GFP/RFP ratio, acrylamide-induced, 24 h; hit rate 0.49% among 360,000; inhibition, % at 21.8 µM;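 active = interference check ratio from 0.5 to 1.5 plus GFP to RFP signal ratio inhibition reaching or exceeding a fixed threshold, cut at about 30% in these data, passing the limit was not always enough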; also: some compounds called inactive have numbers as strong as hits
eLon inh: E. coli protease La inhibition | P0A9M0 | purified E. coli Lon protease, fluorescence polarization | inhibition, % at 7.94 µM | hit rate 0.42% among 360,000; in the data active = inhibition above about 13%, passing the limit was not always enough;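 also: 0% = enzyme with probe and DMSO and 100% = no enzyme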
Target sequence (P0A9M0 whole entry, looked up): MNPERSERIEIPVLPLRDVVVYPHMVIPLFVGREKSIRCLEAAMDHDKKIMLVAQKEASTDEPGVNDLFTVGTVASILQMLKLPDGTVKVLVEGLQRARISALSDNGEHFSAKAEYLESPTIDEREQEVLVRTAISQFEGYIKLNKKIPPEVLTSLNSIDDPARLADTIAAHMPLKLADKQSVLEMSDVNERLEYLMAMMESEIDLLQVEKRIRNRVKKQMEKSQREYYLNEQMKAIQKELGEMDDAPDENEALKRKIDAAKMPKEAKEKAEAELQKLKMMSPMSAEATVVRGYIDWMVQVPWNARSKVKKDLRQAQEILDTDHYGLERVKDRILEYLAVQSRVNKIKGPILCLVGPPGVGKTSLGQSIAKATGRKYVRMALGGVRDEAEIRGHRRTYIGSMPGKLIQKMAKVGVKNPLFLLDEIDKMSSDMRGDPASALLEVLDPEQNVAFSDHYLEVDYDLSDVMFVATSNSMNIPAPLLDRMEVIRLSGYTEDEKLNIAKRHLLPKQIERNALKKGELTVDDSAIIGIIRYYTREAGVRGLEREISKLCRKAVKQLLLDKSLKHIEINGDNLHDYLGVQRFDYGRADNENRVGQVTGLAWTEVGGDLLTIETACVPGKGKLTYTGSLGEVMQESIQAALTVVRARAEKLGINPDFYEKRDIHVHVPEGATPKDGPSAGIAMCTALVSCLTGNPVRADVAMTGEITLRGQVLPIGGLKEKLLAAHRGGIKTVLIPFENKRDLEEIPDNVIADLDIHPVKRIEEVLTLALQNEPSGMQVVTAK
Rin1 Abl inh: inhibitors of human Rin1-Abl protein interaction | P00519+Q13671 | TR-FRET Rin1/Abl binding, biochemical | inhibition, % at 7.35 µM | hit rate 0.4% among 360,000; in the data active = inhibition above about 5%, passing the limit was not always enough
An asterisk follows results filed as active; i = inactive; · = not tested or not shown; + = active, no number; & = joins results of further samples.

SMILES	FAS TE block	MT1-MMP act inh	Neddyl block	bovine MsrA act	NRP1-CendR mod	MLLE-PAM2 inh	SKN-1 inh	eLon inh	Rin1 Abl inh
O=C(CS(=O)c1ccc(C(F)(F)F)cc1[N+](=O)[O-])Oc1ccc(Cl)cc1 (centres undefined)	18.2	0.0	i	-2.5	1.7	-53.4	10.0	3.8	-3.0
COc1ccc2nc(SCC(=O)c3c(N)n(C4CC4)c(=O)[nH]c3=O)[nH]c2c1	-4.6	0.7	i	-10.0	-7.3	-67.3	-22.8	11.8	1.1
NC(=O)c1ccccc1NC(=O)Nc1ccccc1Cl	-9.8	1.6	i	-14.0	5.3	-5.4	-2.3	3.5	0.3
CCCN1CCN(C(=O)c2oc3ccccc3c2NC(=O)C2CC2)CC1	-7.2	-9.0	i	-0.6	4.3	0.5	9.7	-1.1	-3.1
CC[C@]12c3[nH]c4ccc(Cl)cc4c3CCN1C(=O)[C@@H](CC(=O)NCCc1ccccn1)C[C@@H]2C(=O)N1CCN(C(=O)c2ccco2)CC1	3.2	-0.5	i	-8.4	-1.9	-0.5	-2.1	-4.7	2.1
CCN(CC)C(=O)[C@H]1CC(CC(=O)NCc2cccc(C(F)(F)F)c2)C(=O)N2CCc3c([nH]c4ccc(OC)cc34)[C@]12C (some centres undefined)	14.8	-5.5	i	4.5	2.3	-1.3	9.8	3.9	-2.5
CC(C)Cc1cc(C(C)(C)C)ccc1OC(=S)N(C)C	13.3	-1.0	i	-1.1	1.6	0.5	2.6	1.5	1.2
Cc1cc(C)c(S(=O)(=O)NC(C)C)c(C)c1-n1cnnn1	-3.5	0.3	i	-2.4	0.5	3.6	3.7	0.8	3.6
Cc1sc2nc3ccc(NCc4ccco4)nn3c(=O)c2c1C	-8.4	-1.6	+	-5.6	-22.6	40.5*	-6.1	7.2	-1.7
Cc1cc(C)n2c(SCC(=O)Nc3cc(S(=O)(=O)N(C)C)ccc3C)nnc2n1	-9.4	0.6	i	-2.1	18.8	-70.8	14.6	0.2	2.1
O=C(CC1CC2CCC1C2)Nc1nc(-c2ccccn2)cs1 (centres undefined)	1.9	-2.2	i	-0.9	-6.9	9.2	-0.3	7.9	-3.5
Nc1ncnc2c1ncn2[C@@H]1O[C@H](CNC(=O)[C@@H](N)Cc2ccc(C(=O)c3ccccc3)cc2)[C@@H](O)[C@H]1O	-8.8	2.5	i	0.9	-3.0	4.8	18.1	-9.1	2.8
COc1ccc2oc(=O)c(/C(C)=N/Nc3nc(-c4cc(C)ccc4C)cs3)cc2c1	40.7	-1.2	i	-3.3	-18.4	-17.9	-8.7	6.1	-6.3
CC(C)CC(=O)N1CCN(S(=O)(=O)c2ccc3ccccc3c2)CC1	6.8	-2.9	i	-6.6	1.7	-3.9	-21.8	-2.2	-3.9
O=C(CNS(=O)(=O)c1cccc(F)c1)OCC(=O)N1CCCC1=O	-2.7	3.1	i	0.4	-1.8	0.2	-7.1	-11.2	-3.6
CSc1nc2c(c(=O)[nH]1)C(c1ccncc1)C(C(=O)OC(C)C)=C(C)N2 (centres undefined)	-5.7	2.3	i	-10.5	5.5	-12.1	-1.1	-1.2	-2.8
Nc1nonc1-n1nnc(C(=O)N/N=C/c2ccccc2F)c1CN1CCc2ccccc21	17.2	-1.5	i	-2.3	-3.7	-11.0	-0.4	-11.5	-0.8
CC(C)c1nc2ccc(Br)cn2c1NC1CCCC1	-5.3	-1.1	i	-1.5	-1.9	3.4	-7.9	-0.7	5.7
CC1CCCC(NC(=O)C2CCN(C(=O)Nc3ccccc3)CC2)C1C (centres undefined)	-5.5	-0.1	i	-6.3	0.8	-2.3	-0.9	6.8	3.7
CCN(C(=O)CCc1ccccc1)C1CCCCC1	-1.6	0.1	i	-2.3	0.8	-1.6	6.4	-1.6	-0.8

Part of the list above with just bovine MsrA act.
SMILES,bovine MsrA act
CC(C)c1nc2ccc(Br)cn2c1NC1CCCC1,-1.5
Cc1cc(C)n2c(SCC(=O)Nc3cc(S(=O)(=O)N(C)C)ccc3C)nnc2n1,-2.1
NC(=O)c1ccccc1NC(=O)Nc1ccccc1Cl,-14.0
CSc1nc2c(c(=O)[nH]1)C(c1ccncc1)C(C(=O)OC(C)C)=C(C)N2 (centres undefined),-10.5

One compound at a time, as listed above. Order of values: FAS TE block, MT1-MMP act inh, Neddyl block, bovine MsrA act, NRP1-CendR mod, MLLE-PAM2 inh, SKN-1 inh, eLon inh, Rin1 Abl inh
Record of Cc1cc(C)c(S(=O)(=O)NC(C)C)c(C)c1-n1cnnn1 : -3.5, 0.3, i, -2.4, 0.5, 3.6, 3.7, 0.8, 3.6
Record of CCN(CC)C(=O)[C@H]1CC(CC(=O)NCc2cccc(C(F)(F)F)c2)C(=O)N2CCc3c([nH]c4ccc(OC)cc34)[C@]12C (some centres undefined) : 14.8, -5.5, i, 4.5, 2.3, -1.3, 9.8, 3.9, -2.5

Returning to the listing, starting 4 compounds before the break.
SMILES	FAS TE block	MT1-MMP act inh	Neddyl block	bovine MsrA act	NRP1-CendR mod	MLLE-PAM2 inh	SKN-1 inh	eLon inh	Rin1 Abl inh
Nc1nonc1-n1nnc(C(=O)N/N=C/c2ccccc2F)c1CN1CCc2ccccc21	17.2	-1.5	i	-2.3	-3.7	-11.0	-0.4	-11.5	-0.8
CC(C)c1nc2ccc(Br)cn2c1NC1CCCC1	-5.3	-1.1	i	-1.5	-1.9	3.4	-7.9	-0.7	5.7
CC1CCCC(NC(=O)C2CCN(C(=O)Nc3ccccc3)CC2)C1C (centres undefined)	-5.5	-0.1	i	-6.3	0.8	-2.3	-0.9	6.8	3.7
CCN(C(=O)CCc1ccccc1)C1CCCCC1	-1.6	0.1	i	-2.3	0.8	-1.6	6.4	-1.6	-0.8
C/C(=N/NC(=O)CNC(=O)c1ccccn1)c1ccc([N+](=O)[O-])cc1	5.4	0.5	i	-1.0	-0.5	10.1	3.5	-1.9	1.6
CC(OC(=O)Cc1ccc(Br)cc1)C(=O)NC1CCCC1 (centres undefined)	-1.6	-0.1	i	-5.5	1.7	-4.5	2.1	3.9	1.3
O=C(Cn1cc2c(n1)CCCCC2)NCc1ccccc1	-6.7	3.0	i	-5.5	1.3	-16.1	4.2	-1.6	-2.3
Cc1ccn2c(NC3CCCCC3)c(-c3cccc(SC4CCCCC4)c3)nc2c1	20.6&22.7	0.0&-10.0	·	-1.2&-3.6	-43.9&-33.4	-33.4	34.3&0.8	4.3&-7.4	-0.9
O=C(Nc1cccnc1)c1cc(S(=O)(=O)N2CCOCC2)ccc1Br	-4.0	-2.1	i	-4.8	-11.5	6.0	-1.1	-6.2	3.3
Cc1ccc(-c2noc(CSc3nnc(-c4cccs4)n3C)n2)cc1	-14.2	3.0	i	-2.6	-7.5	2.6	-7.2	0.6	-0.8
COc1ccc(S(=O)(=O)N(C)CC(=O)NCc2ccc3c(c2)OCO3)cc1	-4.3	-0.8	i	1.3	2.7	2.5	15.6	5.2	1.2
O=c1[nH]nc(SCCS(=O)(=O)c2ccc(F)cc2)n1-c1ccccc1	15.8	1.4	i	-6.2	-4.1	0.8	-3.6	7.5	-0.8
CC(C)CN(C(=O)CCC(=O)OCC(=O)NCCc1ccccc1)c1c(N)n(CC(C)C)c(=O)[nH]c1=O	-2.4	-11.9	i	-0.8	-1.2	-55.1	11.7	4.4	-3.9
C[C@H](NC(=O)C1CC(=O)N(c2ccc3c(c2)OCCO3)C1)C(=O)NCc1ccco1 (some centres undefined)	-5.5	0.9	i	-1.3	3.2	1.2	14.1	3.9	1.9
CCCCNC(=O)C1CCCN(S(=O)(=O)CC)C1 (centres undefined)	-5.7	-1.3	i	-3.9	14.7	7.1	-9.0	-3.5	3.1
CCN(CC)c1ccc(S(=O)(=O)N2CCOCC2)cc1NC(=O)CNCc1ccccc1	9.9	-2.1	i	-8.0	-2.8	-7.8	-1.9	0.8	-0.9
Cc1ccc(OC(=O)c2cccc([N+](=O)[O-])c2)c(-n2nc3ccccc3n2)c1	16.8	0.8	i	0.3	4.7	7.9	12.2	-6.6	0.5
COCc1cc(=O)[nH]c2cc(NC(=O)c3cccc(OC)c3)c(C)cc12	-5.7	1.6	i	-3.1	-2.5	29.1	4.8	-0.2	4.0
CCCC(C)C(=O)OCC(=O)NCc1ccc(OC)c(OC)c1 (centres undefined)	-6.3	0.7	i	-1.7	-12.4	6.2	6.7	3.2	-4.2
COc1cccc(NC(=O)CN(C)C(=O)c2cc(-c3ccc(C)o3)nc3ccccc23)c1	1.9	-2.6	i	-3.3	-12.6	17.9	11.7	-2.5	1.2
Cc1c(C(=O)O)sc(=S)n1-c1ccc(Cl)cc1	-7.4	1.8	i	-1.0	12.0	-1.9	2.5	-3.6	1.6
Cc1nc2ccc(S(=O)(=O)CCC(=O)NCc3ccc(Cl)cc3)cc2s1	2.0	4.4	i	-1.4	-3.5	4.1	10.3	-0.8	0.1
COc1cccc2c1Oc1cc([N+](=O)[O-])cc(N(C)C(C)=O)c1C=C2	-7.9	3.0	i	-7.5	5.6	5.3	3.3	-4.7	2.9
NC(=O)C(C1=CCCCC1)c1ccccc1 (centres undefined)	-2.2	-1.9	i	-4.8	-9.0	-6.1	10.2	-1.9	5.2
Cc1cc(S(=O)(=O)N(Cc2ccc(C(C)C)cc2)CC2CCCO2)ccc1-n1cnnn1 (centres undefined)	35.1	-2.9	i	1.1	15.2	3.1	6.2	-10.3	1.8
C[C@H](CO)N1C[C@H](C)[C@H](CN(C)C(=O)Nc2ccc(N3CCN(C)CC3)cc2)OCc2cnnn2CCCC1=O	-4.0	-1.2	i	-2.8	-3.2	-12.6	-3.8	3.9	-4.3
Cc1nnc(SCCn2c(Br)nc3c2c(=O)[nH]c(=O)n3C)s1	-6.2	-1.0	i	0.0	16.4	6.7	6.2	4.6	-0.2
CCOC(=O)c1sc2nc3c(cc2c1N)COC(C)(CC)C3 (centres undefined)	7.9	3.9	·	-2.4	-1.1	14.3	0.1	-2.9	-7.5
Cn1ccnc1SCC(=O)NC1CCCC1	-4.4	2.2	i	-1.7	1.6	-104.1	-8.0	1.6	0.6
CC12CC3(C)CC(C)(C1)CC(C(=O)NC(=S)N1CCOCC1)(C2)C3	6.8	-6.9	i	1.6	7.0	-8.3	7.4	15.0	0.5
CCOc1ccccc1N1CCN(C/C=C/c2ccc(N(C)C)cc2)CC1	-5.3	1.4	i	-0.6	8.1	3.7	7.0	-12.3	1.4
CCCn1c(CCc2ccccc2)nnc1SCC(=O)N1CCOCC1	-7.2	0.2	i	-2.5	-2.8	2.3	11.2	-11.5	0.3
O=C(CCCCCCN1C(=O)c2ccccc2C1=O)N1CCC(c2ccccc2)C1 (centres undefined)	14.3	0.4	i	-0.6	-10.5	-3.9	-1.3	9.2	-4.2
CC(=O)Nc1ccc(NS(=O)(=O)c2ccc(Cl)c(C(=O)O)c2)cc1	-5.1	-2.0	i	-13.4	6.3	1.0	-22.0	1.6	1.9
CCOc1ccc(CNC(=O)C2Cc3cc(S(=O)(=O)N4CCCCC4)ccc3N2C(C)=O)cc1 (centres undefined)	2.0	3.3	i	-2.0	18.7	-3.4	9.6	9.7	3.2

Screening data: PubChem BioAssay, several laboratories
